# XiGFP reactiv – activators of X-chromosome reactivation in mouse fibroblasts; 360,000 compounds, 0.055% hits; activation, % at 7.58 µM; XiGFP mouse fibroblasts, % GFP-positive cells imaging, 3 d; cells co-treated with 5-aza-dC sensitizer; scaled so ellipticine positive control = 100%;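 active = mean normalized replicate activation at least 10% and every replicate at or above 10%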;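 note: 0% = median of on-plate neutral control wells and 100% = ellipticine 6 µM median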
#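 assay system = SV40-immortalized XiGFP fibroblast cells, line 68-5-11 | buffer or medium = DMEM plus 5-aza-dC sensitizer | doses = single-point pinned compound dosing | times = 3-day compound exposure, then 15 min fixation at room temperature | benchmarks = positive control ellipticine, 6 µM final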
# Cneo AK release – Cryptococcus neoformans lysis via adenylate kinase release. C. neoformans lysis, adenylate kinase release luminescence, 4 h; normalised: neutral wells 0, clomiphene wells 100. lysis activity, % at 15 µM. 360,000 compounds, 0.2% hits;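 active = mean lysis activity across replicates of at least 80%, whatever share of replicates individually reach that level; inactive = mean lysis activity below 80%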
#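 Material – Cryptococcus neoformans yeast cells · Quantity – 5 × 10^6 yeast cells/mL · Buffer or medium – YPD medium · Compound – single dose · Timing – 4 h static compound exposure, 37 °C, read 1 h post-reagent · Signal – adenylate kinase release luminescence · Read-out basis – lysis from increased AK signal · Benchmarks – Clomiphene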
# C2C12 statin – suppressors of simvastatin-induced myotoxicity in C2C12 myotubes; rescue of ATP level, % at 7.49 µM; ATP luminescence, 48 h; scaled: DMSO 0, geranylgeraniol control 100; 330,000 compounds, 0.78% hits;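 active = mean ATP rescue above about 67%, or every replicate alone reaching that limit, limit read from the data, passing the limit was not always enough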;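 note: myotubes were challenged with 10 µM simvastatin during compound exposure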
# LGR2 inh – blocks bursicon-induced cAMP signaling via Drosophila LGR2; HEK293 LGR2, CRE-luciferase, bursicon-stimulated, 4 h; inhibition, % at 9.99 µM; 380,000 compounds, 0.35% hits; AID 720647;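 active = drop in luminescence signal, shown as inhibition above about 50% in the replicate tests, limit read from the data, passing the limit was not always enough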;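 note: agonist challenge used bursicon conditioned medium at about half maximal strength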
# PGC1a acetyl inh – PGC1a acetylation modulation, inhibitor mode | U2OS PGC1a acetylation, AlphaScreen anti-acetyl-lysine; with virally co-expressed GCN5 acetyltransferase | inhibition, % at 15.6 µM | 350,000 compounds, 0.17% hits;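 active = every replicate shows inhibition of at least 40%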;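 note: 0% = neutral control wells and 100% = positive control wells; some results beyond the cut were filed as inactive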
# SIRT5 block – blocks human SIRT5 desuccinylation of peptide | Purified SirT5, succinyl-peptide AMC, trypsin-coupled fluorescence | 330,000 compounds, 1.1% hits | Q9NXA8 | inhibition, % at 15 µM; in the data active = inhibition above about 15%
# Target sequence (Q9NXA8 whole entry, looked up): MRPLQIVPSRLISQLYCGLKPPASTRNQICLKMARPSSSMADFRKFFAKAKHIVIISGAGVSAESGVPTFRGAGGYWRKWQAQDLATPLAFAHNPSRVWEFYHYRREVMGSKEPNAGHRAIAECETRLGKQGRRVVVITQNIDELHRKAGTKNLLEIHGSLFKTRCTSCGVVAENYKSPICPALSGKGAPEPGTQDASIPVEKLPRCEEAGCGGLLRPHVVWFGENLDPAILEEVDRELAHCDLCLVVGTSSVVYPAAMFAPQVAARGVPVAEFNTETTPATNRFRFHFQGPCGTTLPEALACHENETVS
# S100A4 MyoIIA – inhibitors of human S100A4 binding to myosin IIA peptide. P26447. S100A4/TAMRA-MyoIIA peptide fluorescence polarization. inhibition, % at 10.7 µM. 360,000 compounds, 0.14% hits. AID 652163;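 active = mean inhibition of at least 70% across replicates, with every replicate also reaching that level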
# Target sequence (P26447 whole entry, looked up): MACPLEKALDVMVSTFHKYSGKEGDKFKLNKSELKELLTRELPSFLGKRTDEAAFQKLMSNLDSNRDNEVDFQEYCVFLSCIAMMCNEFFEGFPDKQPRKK
#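 System – human S100A4 monomer protein, biochemical binding assay · Buffer or medium – Calcium-containing HEPES buffer, pH 7.2 · Timing – 5 min between mix addition and reading · Also added – TAMRA-labelled myosin IIA heavy-chain peptide probe, 5 nM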
# ERAP1 HTS inh – ERAP1 (human) enzyme inhibition. 340,000 compounds, 0.15% hits. inhibition, % at 10.7 µM. AID 652197. recombinant ERAP1, Leu-AMC fluorescence, 60 min;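 active = mean replicate inhibition of at least 30%, or all replicates individually reaching that 30% level; inactive = mean below 30% and not every replicate reaching it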;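 note: 0% = neutral control wells and 100% = L-leucinethiol positive control wells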
# Active calls of the source: *; / = no result given.
SMILES,XiGFP reactiv,Cneo AK release,C2C12 statin,LGR2 inh,PGC1a acetyl inh,SIRT5 block,S100A4 MyoIIA,ERAP1 HTS inh
CCCNC(=O)C[C@H]1C[C@H]2c3cc(NC(=O)Nc4ccc(F)cc4)ccc3O[C@H]2[C@H](CO)O1,0.3,7,1,-15,0,-1,0,-1
O=C(c1cnccn1)N1C[C@H]2[C@@H](c3ccccc31)[C@@H](CO)N2Cc1ccc2c(c1)OCO2,0.1,3,14,-19,5,11,-7,3
C[C@H](CO)N1C[C@H](C)[C@@H](CN(C)Cc2ccc(C(=O)Nc3ccccc3N)cc2)Oc2ccc(NS(=O)(=O)c3ccc(Cl)cc3)cc2CC1=O,-1.0,-2,-35,6,-10,-2,-6,-1
O=C(NCc1ccc(F)cc1)C1(c2cccs2)CCOCC1,0.0,0,/,-9,/,4,0,-3
CCOC(=O)c1ccc2[nH]c(C)c(CCC(C)=O)c(=O)c2c1,/,-1,5,0,0,/,-10,/
CN1C(=O)c2cc(NS(=O)(=O)c3cccc(F)c3)ccc2OC[C@@H]2O[C@@H](CC(=O)O)CC[C@@H]21,0.0,-3,12,-22,5,3,12,-4
COC(=O)Cc1c(C)c2ccc(O)c(CNCc3ccc(OC)c(OC)c3)c2oc1=O,0.0,5,4,3,-4,-143,2,97*
Cc1cc(C)cc(-n2nnnc2SCC(=O)Nc2nc(-c3ccc(Cl)cc3)cs2)c1,/,0,-1,5,-8,-1,4,-1
O=C(C1CCCN(S(=O)(=O)c2cccc3cccnc23)C1)N1CCN(c2ccc(F)cc2)CC1 (configuration not stated),0.1,2,-4,4,10,0,2,4
C[C@H]1CN([C@@H](C)CO)C(=O)c2cc(-c3ccc(F)cc3)cnc2O[C@@H]1CN(C)Cc1ccc(C(=O)O)cc1,-0.6,0,0,12,-3,12,10,1
O=C(Cc1ccc(F)cc1)Nc1nccs1,0.0,2,-7,0,19,-1,0,1
COc1ccc(-c2noc(N3CCCC(C(=O)Nc4cc(F)ccc4F)C3)n2)cc1 (configuration not stated),0.5,4,-2,-12,-14,-1,-3,-2
Cc1c(Cl)cccc1N(Cc1ccc(C(=O)O)cc1)S(=O)(=O)c1ccccc1,0.4,/,/,-11,/,-3,-4,7
Cc1ccc(C)c(NC(=S)NCCCN2CCOCC2)c1,0.1,/,/,16,3,-5,-26,2
CCOC(=O)C1CCCN(C(=O)c2ccc3c(c2)OCCO3)C1 (configuration not stated),0.2,2,-3,0,/,-6,-6,2
CC1(C)Oc2ccc3ccc(=O)oc3c2/C(=C/N)C1=O,/,/,-25,1,5,3,8,5
Cc1nnc(SCC(=O)N2CCCC(N3CCN(c4ccc(F)cc4)CC3)C2)o1 (configuration not stated),0.0,3,-1,7,/,-2,1,8
NS(=O)(=O)c1cccnc1Nc1ccc(Cl)c(Cl)c1,/,6,5,-11,4,/,/,/
C/C=C/c1ccc2c(c1)O[C@@H](CN(C)C(=O)CC1CC1)[C@@H](C)CN([C@H](C)CO)S2(=O)=O,1.1,-8,-3,-30,-15,-1,-7,2
Cc1cc(S(=O)(=O)N2CCN(c3ccccn3)CC2)c(C)cc1Cl,0.0,-1,0,/,-5,/,5,3
COc1cccc(S(=O)(=O)N[C@H]2CC[C@@H](CC(=O)NCc3ccncc3)O[C@H]2CO)c1,-0.3,15,-1,-5,5,-1,6,1
COc1cccc(Nc2ccccc2C(=O)O)c1,0.0,/,/,0,8,1,17,3
O=C(NCc1ccc(F)cc1)C(=O)NCC1OCCN1S(=O)(=O)c1cc(F)ccc1F (configuration not stated),0.7,4,8,5,6,/,-2,-7
O=C(Nc1cccs1)OCCN1CCN(Cc2ccccc2)CCC1=O,0.0,0,/,2,-6,/,0,-1
CS(=O)(=O)N1CCCC(C(=O)NC2CCCCCCC2)C1 (configuration not stated),/,0,-19,-5,-11,-1,-3,2

# Reprinted from the part before: 6 entries, followed by the next part.
SMILES,XiGFP reactiv,Cneo AK release,C2C12 statin,LGR2 inh,PGC1a acetyl inh,SIRT5 block,S100A4 MyoIIA,ERAP1 HTS inh
Cc1cc(S(=O)(=O)N2CCN(c3ccccn3)CC2)c(C)cc1Cl,0.0,-1,0,/,-5,/,5,3
COc1cccc(S(=O)(=O)N[C@H]2CC[C@@H](CC(=O)NCc3ccncc3)O[C@H]2CO)c1,-0.3,15,-1,-5,5,-1,6,1
COc1cccc(Nc2ccccc2C(=O)O)c1,0.0,/,/,0,8,1,17,3
O=C(NCc1ccc(F)cc1)C(=O)NCC1OCCN1S(=O)(=O)c1cc(F)ccc1F (configuration not stated),0.7,4,8,5,6,/,-2,-7
O=C(Nc1cccs1)OCCN1CCN(Cc2ccccc2)CCC1=O,0.0,0,/,2,-6,/,0,-1
CS(=O)(=O)N1CCCC(C(=O)NC2CCCCCCC2)C1 (configuration not stated),/,0,-19,-5,-11,-1,-3,2
O=C(C[C@H]1CC[C@@H]2[C@H](COC[C@H](O)CN2Cc2cc(F)cc(F)c2)O1)NC1CCC1,0.2,-3,16,8,0,-5,1,1
Cc1cnc(CNC(=O)CC2C(=O)NCCN2Cc2cccc(F)c2F)cn1 (configuration not stated),0.3,0,6,-21,4,-6,6,4
C[C@H](CO)N1C[C@H](C)[C@@H](CN(C)C(=O)CCC(F)(F)F)OCCCC[C@H](C)Oc2ccc(NS(=O)(=O)c3ccc(Cl)cc3)cc2C1=O,0.5,-5,/,-15,-1,13,11,4
COCC(=O)N(C)C[C@H]1Oc2cc(C#CC(C)C)ccc2S(=O)(=O)N([C@H](C)CO)C[C@H]1C,1.0,3,-10,-2,5,3,-3,-2
CC(Oc1ccc(F)cc1)C(=O)Nc1cc(S(=O)(=O)N2CCCCC2)ccc1N1CCN(C)CC1 (configuration not stated),0.5,-2,-2,-6,/,1,7,1
CN1CCc2ccc(NC(=O)c3ccc(C(F)(F)F)cc3)cc2C1,0.1,-3,-13,-40,-6,2,0,1
COC(=O)c1c(C)[nH]c(C(=O)OCC(=O)N(CC(C)C)c2c(N)n(Cc3ccccc3)c(=O)[nH]c2=O)c1C,0.2,2,16,-1,/,14,1,0
CSc1ccccc1OCc1cc(C(=O)NCCCc2ccccc2)no1,0.6,0,-9,2,-11,-2,0,2
O=C(O)c1ccccc1C(=O)Nc1ccccc1NC(=O)c1ccccc1C(=O)O,-0.1,0,-2,-22,-1,-6,-15,-5
CC[C@H](C)[C@H](NC(N)=O)C(=O)Nc1ccc(NC(C)=O)cc1,0.0,-1,15,6,5,3,-4,4
O=C1OC(OC2CCCCC2)(c2ccccc2)c2ccccc21 (configuration not stated),/,2,18,11,-17,-3,-7,1
C[C@H]1CN([C@@H](C)CO)C(=O)CCCn2nncc2CO[C@H]1CN(C)Cc1ccccc1C(F)(F)F,0.4,7,4,10,0,3,2,5
O=S1(=O)CCC(NC(=S)SCCOc2ccccc2)C1 (configuration not stated),0.0,1,10,35,/,-1,1,-1
O=C(C[C@H]1C[C@@H]2c3cc(NC(=O)Nc4ccccc4)ccc3O[C@@H]2[C@H](CO)O1)NC1CCCC1,0.2,53,-2,10,-4,0.5*,4,3
O=c1c2ccccc2sc2ccc(Cl)cc12,0.1,/,/,/,1,-2,-1,2
O=c1[nH]c(-[n+]2ccc3ccccc3c2)c(/C=N/N=C(\[O-])c2ccccc2)s1,0.1,2,4,0,16,0,5,-10
COc1ccc(NC(=O)N(C)C[C@H]2OCCCC[C@H](C)Oc3ccc(NC(=O)Nc4ccc5c(c4)OCO5)cc3C(=O)N([C@@H](C)CO)C[C@H]2C)cc1,0.0,/,/,6,3,/,0,3
O=C(NCC[C@H]1CC[C@H](NC(=O)c2ccc3c(c2)OCO3)[C@@H](CO)O1)Nc1cc(F)ccc1F,0.1,2,7,-2,3,0,28,0
O=C(NNC(=O)c1cc(F)c(F)cc1Cl)c1ccc(NS(=O)(=O)c2cccs2)cc1,0.2,0,5,4,4,1,-1,-2
COc1ccc(-c2csc3ncnc(Oc4cccc5ccc(C)nc45)c23)cc1,-0.1,/,/,19,/,-2,-5,-2
Cc1ccc(C2=CC(=O)CC(C)(C)C2)cc1,0.2,-1,4,9,-1,/,14,/
CC(C)Cc1cc(C(=O)NCCCN2CCOCC2)no1,0.0,0,19,8,-2,-4,151*,-1
COC(=O)Cn1c(=NC(=O)c2ccc(OC)c(OC)c2)sc2cc(OC)ccc21,0.0,/,/,/,/,-5,5,-4
Brc1ccc(CSc2nnc(-c3cccnc3)o2)cc1,0.1,/,/,-3,/,-2,1,-4
CCCC#Cc1ccc([C@H]2[C@@H](CO)N(C(=O)NC(C)C)[C@H]2CNC(C)=O)cc1,0.0,/,/,10,/,4,-3,-3
COc1ccc(C(=O)NCCCc2ccccc2)cc1,0.0,-2,/,/,2,0,-7,0
Cc1ccccc1NC(=O)COc1ccc2c(c1)OC(C)(C)CC2=O,0.1,0,2,-9,/,0,-10,5
C/C=C/c1ccc([C@@H]2[C@H](CO)N(C(C)=O)C23CN(C(=O)NC2CCCC2)C3)cc1,0.1,/,/,4,/,-1,-4,1
CCCNC(=O)Nc1ccc2c(c1)C(=O)N(C)[C@H]1CC[C@H](CC(=O)OC)O[C@H]1CO2,0.3,-2,-1,-15,0,1,4,0

# Complete entries from above. Order of screens: XiGFP reactiv, Cneo AK release, C2C12 statin, LGR2 inh, PGC1a acetyl inh, SIRT5 block, S100A4 MyoIIA, ERAP1 HTS inh
# Cc1cnc(CNC(=O)CC2C(=O)NCCN2Cc2cccc(F)c2F)cn1 (configuration not stated) as listed: 0.3, 0, 6, -21, 4, -6, 6, 4
# CC(Oc1ccc(F)cc1)C(=O)Nc1cc(S(=O)(=O)N2CCCCC2)ccc1N1CCN(C)CC1 (configuration not stated) as listed: 0.5, -2, -2, -6, /, 1, 7, 1
# CCCC#Cc1ccc([C@H]2[C@@H](CO)N(C(=O)NC(C)C)[C@H]2CNC(C)=O)cc1 as listed: 0.0, /, /, 10, /, 4, -3, -3
# CCCNC(=O)Nc1ccc2c(c1)C(=O)N(C)[C@H]1CC[C@H](CC(=O)OC)O[C@H]1CO2 as listed: 0.3, -2, -1, -15, 0, 1, 4, 0
# COC(=O)Cn1c(=NC(=O)c2ccc(OC)c(OC)c2)sc2cc(OC)ccc21 as listed: 0.0, /, /, /, /, -5, 5, -4

# High-throughput results from PubChem.

# A portion of the library. The share of hits here may be higher or lower than overall.
